# Screens (PubChem BioAssay)
# HDAC3 inh – human HDAC3 inhibition; inhibition, % at 8.3 µM; O15379; 0.15% of 320,000 active; recombinant HDAC3, fluorogenic peptide/trypsin coupled, fluorescence; AID 2718; in the data active = inhibition above about 26%, passing the limit was not always enough; inconclusive = no clear call, values can overlap the other calls
# Target sequence (O15379 whole entry, looked up): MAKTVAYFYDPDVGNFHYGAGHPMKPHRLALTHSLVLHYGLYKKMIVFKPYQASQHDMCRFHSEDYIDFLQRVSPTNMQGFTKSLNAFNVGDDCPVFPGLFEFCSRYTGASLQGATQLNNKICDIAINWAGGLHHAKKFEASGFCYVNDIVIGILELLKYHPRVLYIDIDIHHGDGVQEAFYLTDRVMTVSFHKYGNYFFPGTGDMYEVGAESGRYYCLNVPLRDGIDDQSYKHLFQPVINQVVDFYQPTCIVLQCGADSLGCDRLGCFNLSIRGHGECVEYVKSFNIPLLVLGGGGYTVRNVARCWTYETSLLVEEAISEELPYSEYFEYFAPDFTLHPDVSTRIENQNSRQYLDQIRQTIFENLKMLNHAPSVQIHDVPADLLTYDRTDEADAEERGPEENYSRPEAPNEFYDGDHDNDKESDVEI
# MrgX1 PAM – allosterically activates human MrgX1 receptor signaling | 0.63% of 310,000 active | B-score at 10 µM | Q96LB2 | MrgX1-HEK293, Fluo-4 calcium flux, FDSS; active compounds read high;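 active = plate-corrected calcium response at least 3 library SD above typical, normal starting fluorescence, not activating the receptor alone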;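 note: compound read alongside a low EC10 to EC30 dose of BAM8-22 agonist; peak minus trough fluorescence over baseline measured at the second addition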
# Target sequence (Q96LB2 whole entry, looked up): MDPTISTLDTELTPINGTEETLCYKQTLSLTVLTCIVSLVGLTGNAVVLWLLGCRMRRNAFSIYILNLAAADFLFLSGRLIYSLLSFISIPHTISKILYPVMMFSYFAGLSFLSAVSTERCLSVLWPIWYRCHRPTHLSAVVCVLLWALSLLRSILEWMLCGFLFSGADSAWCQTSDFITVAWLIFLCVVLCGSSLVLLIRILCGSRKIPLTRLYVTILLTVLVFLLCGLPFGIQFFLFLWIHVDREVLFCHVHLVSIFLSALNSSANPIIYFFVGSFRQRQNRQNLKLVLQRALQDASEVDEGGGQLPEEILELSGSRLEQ
# MrgX1 agonist – agonists of human MrgX1 receptor; Q96LB2; MrgX1-HEK293 cells, Fluo-4 calcium fluorescence, agonist mode; active compounds read high; B-score at 10 µM; 0.44% of 310,000 active; AID 588627;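 active = calcium response B-score plate-corrected fluorescence ratio at least 3 library SD, with starting fluorescence B-score inside 5 SD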
#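 Test system: Stable human MrgX1 HEK293 cell line | Schedule: Overnight plating before 1 h dye loading | Read-out basis: Baseline-normalised fluorescence change ratio, B-scored | Detection: Kinetic calcium dye fluorescence, Fluo-4 NW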
# RGS4 block – inhibitors of human RGS4. B-score at 10 µM. 0.45% of 310,000 active. HEK293 M3R/RGS4 inducible, Fluo-4 calcium flux; active compounds read high; triggered by carbachol at its EC20. AID 463165;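 active = B-score, a plate-corrected calcium signal, over three deviations above library mean, with baseline fluorescence within five deviations of library mean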;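 note: RGS4 expression induced by doxycycline in cells with stable M3 receptor; B-score is computed from the integrated fluorescence ratio over baseline after carbachol; higher B-score means a larger calcium signal and so more RGS4 inhibition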
# Target sequence (P49798 whole entry, looked up): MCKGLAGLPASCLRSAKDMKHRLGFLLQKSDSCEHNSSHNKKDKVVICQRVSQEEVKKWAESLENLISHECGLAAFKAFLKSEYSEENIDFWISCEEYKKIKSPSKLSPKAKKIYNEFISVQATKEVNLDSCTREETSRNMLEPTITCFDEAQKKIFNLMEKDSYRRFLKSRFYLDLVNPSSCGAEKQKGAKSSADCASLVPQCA
# ANO1 activ – activators or potentiators of mouse TMEM16A chloride channel; B-score at 10 µM; HEK293 TMEM16A/YFP-H148Q/I152L, iodide quench fluorescence; active compounds read low; 0.3% of 340,000 active; Q8BHY3;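 active = fluorescence-ratio B-score plate-corrected deviation score at least 3 library SD below zero, with starting fluorescence score within 5 deviations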;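 note: channel opened by trigger with iodide after compound preincubation; score built on the fluorescence ratio of max minus min over baseline; more negative score means more quench and so TMEM16A activation or potentiation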
# TRPC6 activator – mouse TRPC6 channel activation | HEK293-TRPC6 membrane potential dye fluorescence; active compounds read high | 0.13% of 310,000 active | B-score at 10 µM | Q61143;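 active = B-score of the integrated fluorescence ratio above library mean plus 3 SD, and starting fluorescence ratio within library mean plus 5 SD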;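 note: higher score means more depolarization so channel activation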
# SKKanGAS inh – inhibitors of SKKanGAS S. pyogenes growth in kanamycin (SK-promoter or general growth effect). BacTiter-Glo, 6 h. 1.3% of 300,000 active. AID 1662. inhibition, % at 7.5 µM;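 active = mean replicate score, as percent of positive control median, at least 50; inconclusive = mean below 50 but one replicate at or above 50; inactive = mean and every replicate below 50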;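 note: strain carries kanamycin resistance gene driven by streptokinase promoter and grows in 40 µg/ml kanamycin; loss of luminescence reflects streptokinase promoter inhibition or plain growth inhibition; 0% = median of DMSO wells and 100% = positive control at its reference dose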
# TRPC6 inhibitor – inhibitors of mouse TRPC6 channel | 1.1% of 310,000 active | HEK293-TRPC6, membrane potential dye, ACh-evoked depolarization; active compounds read low | B-score at 10 µM;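 active = B-score under library mean minus 3 SD, initial fluorescence not abnormally high, positive integrated signal ratio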;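 note: B-score derived from integrated fluorescence ratio over the kinetic read; more negative B-score means stronger inhibition of depolarization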
# MrgX1 antagonist – antagonists of human MrgX1 receptor | Q96LB2 | MRGX1-HEK293 calcium flux, Fluo-4, BAM8-22 antagonism; active compounds read low | B-score at 10 µM | 1.3% of 310,000 active | AID 588676;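 active = calcium-response B-score plate-corrected more than 3 library SD below zero, starting fluorescence within 5 deviations, no agonist response on first addition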;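 note: peak minus trough fluorescence over baseline after final BAM8-22 challenge near maximal dose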
# RGS4 act – potentiators or activators of RGS4; HEK293 M3R/inducible RGS4, carbachol calcium flux Fluo4; active compounds read low; B-score at 10 µM; 0.92% of 310,000 active;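 active = B-score of the integrated calcium signal more than 4 SD below the library mean, with starting fluorescence not abnormally high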;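 note: negative B-score means reduced calcium response which marks RGS4 activation or potentiation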
#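 Assay system: HEK293 FlpIn-TREx cells, stable M3R, doxycycline-inducible RGS4 / Probe or stimulus: carbachol, ECmax concentration / Times: overnight RGS4 induction, 30 min dye load 37 °C, 20 min compound RT / Signal: kinetic calcium fluorescence imaging with Fluo4-AM dye, 2 µM / Measure: Agonist-evoked peak-minus-minimum fluorescence over baseline, integrated ratio, B score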
# TMEM16A inh – blocks the mouse calcium-activated chloride channel TMEM16A. Q8BHY3. HEK293 TMEM16A/YFP iodide influx fluorescence, ionomycin. normalized B-score (activity score, 25-100; higher = stronger inhibition) at 10 µM. 1.2% of 310,000 active. AID 588511;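 active = ratio plate-corrected score three or more library SD toward inhibition, starting fluorescence score within five deviations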;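 note: score derived from kinetic fluorescence span divided by baseline fluorescence per well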
# * marks the source's active call; other numbers are inactive results; i = inactive; u = inconclusive; x = no result given.
SMILES,HDAC3 inh,MrgX1 PAM,MrgX1 agonist,RGS4 block,ANO1 activ,TRPC6 activator,SKKanGAS inh,TRPC6 inhibitor,MrgX1 antagonist,RGS4 act,TMEM16A inh
CC1CCCN(S(=O)(=O)c2ccc(NC(=O)CN3CCN(C)CC3)cc2)C1 (centres undefined),-5,i,i,i,i,i,13,i,i,i,i
COc1cccc(CN2CCNC(=O)C2CC(=O)NC2Cc3ccccc3C2)c1 (centres undefined),1,i,i,i,i,i,-7,i,i,i,i
O=C1CN(C(=O)COc2ccc(Br)cc2Br)c2ccccc2N1,-5,i,i,i,i,i,11,i,i,i,i
Cc1nn(C(C)(C)C)c(OC(=O)c2ccc3c(c2)OCO3)c1S(=O)(=O)c1ccccc1,1,i,i,i,i,i,-2,i,i,i,i
COc1ccc(C(=O)N2CCCC(CCC(=O)NCc3ccc(F)c(F)c3)C2)o1 (centres undefined),3,i,i,i,i,i,u,i,i,i,i
Cc1sc2ncnc(SCC(=O)N3CCC(c4noc5ccc(F)cc45)CC3)c2c1C,11,i,i,i,i,i,23,i,i,i,i
C/C(=N\NC(=O)c1ccccc1)c1ccc2c(c1)OCO2,2,i,i,i,i,i,1,i,i,i,i
CCCCSc1nnc2c(n1)OC(C(=O)c1ccccc1)Nc1ccccc1-2 (centres undefined),x,x,x,i,x,i,-2,i,x,i,x
Cc1ccc2occ(/C=N/NC(N)=S)c(=O)c2c1,-10,i,i,11*,i,i,-3,i,i,i,i
CC(Cl)C(=O)Nc1c2c(nn1-c1ccccc1)CSC2 (centres undefined),3,i,i,i,i,i,5,i,i,i,i
O=S(=O)(c1ccc(-c2cn3ccccc3n2)cc1)N1CCOCC1,-4,i,i,i,i,i,4,i,i,i,i
Cc1c(C(=O)N2CCOCC2)oc2ccc(Br)cc12,0,i,i,i,i,i,-5,i,i,i,i
C/C(=N\NC(=O)c1n[nH]c2c1CCC2)c1cccs1,2,i,i,i,i,i,13,i,i,i,i
O=C1C2C3C=CC(C3)C2C(=O)N1c1nc2ccccc2s1 (centres undefined),11,i,i,i,i,i,2,i,i,i,i
COc1ccc(/C=C/C(=O)C2CC2)cc1Cn1nc(C)c([N+](=O)[O-])c1C,3,i,i,i,i,i,-6,i,i,i,i
Nn1cnc2scc(-c3ccc(Cl)cc3)c2c1=O,5,i,i,i,i,i,-3,i,i,i,i
C/C(=N/NS(=O)(=O)c1ccc(CC(C)C)cc1)c1ccncc1,-2,i,i,i,i,i,0,i,i,i,i
Cc1cccc2cc(CN(Cc3cccs3)Cc3nnnn3Cc3ccccc3)c(=O)[nH]c12,-1,i,i,i,i,i,-3,i,i,i,i
Cc1ccccc1C1=N/C(=C/c2cccnc2)C(=O)O1,0,i,i,i,i,i,7,i,i,i,i
Cn1ccc(C(=O)OCC(=O)Nc2ccccc2)n1,x,x,x,i,i,i,5,i,x,i,x
CCC(=O)N1CC23C=CC(CC2CC12CCCCC2)O3 (centres undefined),7,i,i,i,i,i,5,i,i,i,i
Cc1nc(/N=C(\N)NC(=O)c2ccccc2)nc2ccccc12,-3,i,i,i,i,i,-1,i,i,i,i
O=C(CN1CCCC1)Nc1ccc(Br)cc1[N+](=O)[O-],0,i,i,i,i,i,1,i,i,i,i
COCCCNS(=O)(=O)c1cc2c3c(c1)C(C)C(=O)N3CCC2 (centres undefined),-2,i,i,i,i,i,4,i,i,i,i
Cc1ccccc1NC(=O)C1CCC(=O)N1 (centres undefined),8,i,i,i,i,i,-2,i,i,i,i
Cc1ccc(Nc2ncnc3c2oc2ccccc23)cc1,-7,i,i,i,i,i,0,i,i,i,i
CCn1c(=O)c(C(=O)NNS(=O)(=O)c2ccc(Cl)cc2)c(O)c2ccccc21,-2,i,i,i,i,i,42,i,i,i,i
CC(=O)/C(=N\Nc1ccccc1Cl)Sc1nnc(-c2ccccc2)n1-c1ccccc1,5,i,i,i,i,i,0,i,i,i,i
CC(=O)N1CCN(c2nc(-c3cccs3)nc3ccccc23)CC1,-6,i,i,i,i,i,9,i,-4.7*,i,i
COc1ccc(Cl)cc1NC(=O)CN(C)CC(=O)Nc1cc(OC)c(OC)c(OC)c1,0,i,i,i,i,i,-2,i,i,i,i

# MrgX1 antagonist, what is marked active above.
SMILES | HDAC3 inh | RGS4 block | ANO1 activ | TRPC6 activator | MrgX1 antagonist
CC(=O)N1CCN(c2nc(-c3cccs3)nc3ccccc23)CC1 | -6 | i | i | i | -4.7*

# More records follow.
SMILES,HDAC3 inh,MrgX1 PAM,MrgX1 agonist,RGS4 block,ANO1 activ,TRPC6 activator,SKKanGAS inh,TRPC6 inhibitor,MrgX1 antagonist,RGS4 act,TMEM16A inh
OC(c1nnc(-c2ccccc2)o1)c1cccs1 (centres undefined),7,i,i,i,i,i,-9,i,i,i,i
COc1ccc(Cc2nc(-c3ccc(NC(=O)c4cccnc4)cc3)no2)cc1,-6,i,i,i,i,i,-4,i,i,i,i
CCN(Cc1ccccc1)C(=O)COc1ccccc1,1,i,i,i,i,i,3,i,i,i,i
CCC(C(=O)Nc1ccccc1F)n1nc(C)c2c(C)n(-c3ccccc3)nc2c1=O (centres undefined),5,i,i,i,i,i,1,i,i,i,i
Cc1nn(CC(=O)N/N=C/c2cccs2)c(C)c1[N+](=O)[O-],-3,i,i,i,i,i,1,i,i,i,i
CC(c1nnc(SCC(=O)N2CCc3ccccc32)n1-c1ccc(Cl)cc1)N(C)C (centres undefined),2,i,i,i,i,i,-8,i,i,i,i
Cc1onc(-c2ccccc2)c1C(=O)N1CCN(S(=O)(=O)c2ccc(OC(F)(F)F)cc2)CC1,5,i,i,i,i,i,0,i,i,i,i
Cc1nnc(SCC(=O)Nc2ccc(Br)cc2)n(N)c1=O,-4,i,i,i,i,i,0,i,i,i,i
COc1ccc(-n2cnnc2SCC(=O)Nc2ccccc2F)cc1,6,i,i,i,i,i,-3,i,i,i,i
CC(=O)N(C)C(c1ccc(N(C)C)cc1)c1nnnn1-c1c(C)cccc1C (centres undefined),-2,i,i,i,i,i,0,i,i,i,i
CC1CCCCC1NC(=O)CSc1nc2ccccc2c(=O)n1Cc1ccco1 (centres undefined),1,i,i,i,i,i,2,i,i,i,i
O=C(CN1C(=O)c2ccccc2C1=O)OC(C(=O)c1ccc(Cl)cc1)c1ccccc1 (centres undefined),0,i,i,i,i,i,-3,i,i,i,i
Cc1ccc(-n2cc(CN3CCN(C(=O)c4ncn[nH]4)CC3)c(-c3ccc(F)cc3)n2)cc1,1,i,i,i,i,i,7,i,i,i,i
O=C(CSc1nc2[nH]ncc2c(=O)[nH]1)Nc1ccccc1F,-9,i,i,i,i,i,6,i,i,i,i
CC(C)(C)C(=O)NC(=S)Nc1sc2c(c1C#N)CCCCC2,-11,i,i,i,i,i,-8,i,i,i,i
CCc1ccc(CNC(=O)CCC(=O)n2ncc3cc(C)ccc32)cc1,1,i,i,i,-8.8*,i,-4,i,i,i,i
Cc1cccc(NS(=O)(=O)c2cccc(C(=O)N3CCCC3)c2)c1,4,i,i,i,i,i,-3,i,i,i,i
CC/C(=N\NC(=O)c1ccc(CN(C)S(=O)(=O)c2ccc(C)cc2)cc1)c1ccc(OC(F)F)cc1,-2,i,i,i,i,i,12,i,i,i,i
COc1cc(/C=N/Nc2ccc(Cl)c(C(=O)O)c2)ccc1OC(=O)c1ccc(F)cc1,3,i,i,i,i,i,30,i,i,i,i
N#CCCSCc1ccc(OCC(=O)O)cc1,0,i,i,i,i,i,1,i,i,i,i
CCc1ccc2[nH]c3nc(C)cc(C)c3c(=O)c2c1,-13,i,i,i,i,i,-2,i,i,i,i
O=C(Cc1cccs1)N/N=C/C=C/c1ccco1,4,i,i,i,i,i,-9,i,i,i,i
CCOC(=O)Cc1nnc(NC(=O)COc2ccc(F)cc2)s1,-4,i,i,i,i,i,6,i,i,i,i
CCCCCOCC1CC(C/C(C)=N/NC(N)=S)C(=O)O1 (centres undefined),-1,i,i,i,i,i,-6,i,i,i,i
CCCn1c(=S)[nH]c2cc(C(=O)N3CCN(C4CCCCC4)CC3)ccc2c1=O,-4,i,i,i,i,i,-17,i,i,i,i
O=C(O)CCC(=O)NC1CCCCC1,u,i,i,i,i,i,1,i,i,i,i
COc1ccc(NC(C)=O)cc1C,2,i,i,i,i,i,-20,i,i,i,i
COc1ccc(CNC(=O)Cn2c(=O)oc3cc(S(=O)(=O)N4CCCC4)ccc32)cc1,5,i,i,i,i,i,2,i,i,i,i
CC1Cc2cc(/C(O)=C3/C(=O)C(=O)N(Cc4cccnc4)C3c3cccc(O)c3)ccc2O1 (centres undefined),2,i,i,i,i,i,-2,i,i,i,i
O=C(CCN1C(=O)c2ccccc2C1=O)Nn1cnnc1,0,i,i,i,i,i,16,i,i,i,i
O=C(O)c1ccc(CNC(=O)c2ccc3c(c2)OCCO3)cc1,4,i,i,i,i,i,2,i,i,i,i
CN(C)Cc1cccc([N+](=O)[O-])c1O,-2,i,i,i,i,i,2,i,i,i,i
COc1cccc(C2CC(c3ccccc3)=NN2S(=O)(=O)c2ccc(C)cc2)c1OC (centres undefined),8,i,i,i,i,i,x,i,i,i,i
O=C(c1cccc(-n2cccc2)c1)N1CCN(S(=O)(=O)c2ccc(F)cc2)CC1,-2,i,i,i,i,i,-8,-5.3*,i,i,i
O=C(NC(=S)Nc1cc([N+](=O)[O-])ccc1Cl)c1ccccc1,2,i,i,i,i,i,11,i,i,i,i
CCOC(=O)N1CCN(C(=O)C2CC(=O)N(c3ccc(C)cc3)C2)CC1 (centres undefined),5,i,i,i,i,i,-4,i,i,i,i
CC(C)NC(=O)C(=O)NCCCOC(C)C,2,i,i,i,i,i,-4,i,i,i,i
CCOc1ccc(/C=N/NC(=O)c2cc(-c3cccn3C)n[nH]2)cc1,-1,i,i,i,i,i,2,i,i,i,i
CS(=O)(=O)N(CC(=O)NCCSCc1ccccc1)c1ccccc1Br,4,i,i,i,i,i,-3,i,i,i,i
